Compound activity as filed in PubChem BioAssay.
ATXN2 expr inh: ATXN2 expression inhibition. HEK-293 ATXN2-luciferase reporter, luminescence, 24 h. Potency, µM (series often up to 57 µM), for inactives: at the highest dose activity change, negative = inhibition, most hits filed as inhibitors. 360,000 tested, 0.72% active. AID 1745845; further: on the % scale 0 is the no-effect control and ±100 the full control effect; nearly all actives have a fitted effect of over 55% in size
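qHTS (up to 57 uM final) was run with 24 h compound exposure of reporter cells at 37 °C. Each well was multiplexed: SteadyGlo luminescence measured ATXN2-luciferase expression after a fluorogenic Gly-Phe-AFC viability readout (25 uM final).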
Nrf2 inh: Nrf2 pathway inhibition. AID 504444. 360,000 tested, 2.1% active. Potency, µM (top dose mostly 46 µM), for inactives: at the top dose activity change, negative = inhibition, hits mostly inhibitors. A549 ARE-Fluc reporter, luciferase luminescence, 18-24 h; further: on the % scale 0 is the no-effect control and ±100 the full control effect; nearly all actives have a fitted effect of over 60% in size
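Nrf2 function is reported as luminescence of an ARE-controlled luciferase in A549 cells. Compounds were tested at several concentrations, and a CellTiter-Fluor read on the same wells flagged cytotoxicity.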
MCF10A rerep: induces DNA re-replication in MCF 10a normal breast cells | Potency, µM (doses to about 46.1 µM), for inactives: top-dose activity, positive = re-replication, hits mostly activators | MCF 10A DNA re-replication, Hoechst nuclear intensity, 48 h | 350,000 tested, 2.9% active; further: % of control where 0% means no effect; nearly all actives have a fitted effect of over 50% in size
A549 viability: counter-screen for Nrf2 inhibitors: cytotoxicity in A549 cells. 390,000 tested, 0.16% active. A549 ARE-Fluc cells, CellTiter-Fluor viability, 18-24 h. AID 504648. Potency, µM (series often up to 46 µM), for inactives: at the top dose activity change, negative = cytotoxicity, actives largely listed as inhibitors; further: on the % scale 0 is the no-effect control and ±100 the full control effect
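A549 ARE_Fluc cells in 5% FBS OPTI-MEM were exposed to compounds in concentration-response for 18-24 h at 37 deg C. Viability was read by CellTiter-Fluor fluorescence (Ex 405/Em 525) after 30 min, before the luciferase read.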
ATXN viability: cell viability loss in ATXN counter-screen; S2 cells (HEK-293 line with an ATXN2-luciferase reporter) viability, CellTiter-Fluor protease fluorescence, 24 h; Potency, µM (highest dose often 56.7 µM), hits mostly cytotoxic; 400,000 tested, 0.49% active; AID 651635; further: nearly all actives have a fitted effect of over 40% in size
Nrf2 ARE act: activators of Nrf2 (ARE) signaling; AREc32 ARE-luciferase reporter (MCF7-derived line), luminescence, 24 h; Potency, µM (doses to about 46.1 µM), inactives show top-dose activation, most hits filed as activators; 410,000 tested, 0.31% active; AID 624171; further: % of control where 0% means no effect; nearly all actives have a fitted effect of over 65% in size
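Luminescent ARE reporter assay in AREc32_Fluc cells: overnight plating at 37 deg C, 24 hr compound incubation, Steady-Glo added, 30 min RT before reading.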
HepG2 tox: kills HepG2 cells in TGF-b inhibitor counter-screen | HepG2 CAGA-GFP viability, ATP luminescence, 18 h | Potency, µM (top dose mostly 46.1 µM), for inactives: top-dose activity change, negative = cytotoxicity, usual class: cytotoxic | 410,000 tested, 0.76% active; further: some results filed as inactive show a strong effect at the top dose
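HepG2 CAGA-GFP cells (1000/well, DMEM with 1% FBS) received compound, then TGF-beta at 500 pg/mL final, and were incubated 18 hours at 37 degrees C. Viability was read by CellTiter-Glo luminescence. Media-only wells were set as complete cell-killing and DMSO as no toxicity.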
EPAC2 antag: antagonists of human EPAC2. 360,000 tested, 0.18% active. Potency, µM (top dose mostly 114 µM), for inactives: top-dose activity, negative = inhibition, actives largely listed as inhibitors. Q8WZA2. EPAC2 GEF exchange of Rap1B-BODIPY-GDP, fluorescence; further: on the % scale 0 is the no-effect control and ±100 the full control effect; nearly all actives have a fitted effect of over 45% in size; many of its hits are not listed in these tables
Target sequence (Q8WZA2 whole entry, looked up): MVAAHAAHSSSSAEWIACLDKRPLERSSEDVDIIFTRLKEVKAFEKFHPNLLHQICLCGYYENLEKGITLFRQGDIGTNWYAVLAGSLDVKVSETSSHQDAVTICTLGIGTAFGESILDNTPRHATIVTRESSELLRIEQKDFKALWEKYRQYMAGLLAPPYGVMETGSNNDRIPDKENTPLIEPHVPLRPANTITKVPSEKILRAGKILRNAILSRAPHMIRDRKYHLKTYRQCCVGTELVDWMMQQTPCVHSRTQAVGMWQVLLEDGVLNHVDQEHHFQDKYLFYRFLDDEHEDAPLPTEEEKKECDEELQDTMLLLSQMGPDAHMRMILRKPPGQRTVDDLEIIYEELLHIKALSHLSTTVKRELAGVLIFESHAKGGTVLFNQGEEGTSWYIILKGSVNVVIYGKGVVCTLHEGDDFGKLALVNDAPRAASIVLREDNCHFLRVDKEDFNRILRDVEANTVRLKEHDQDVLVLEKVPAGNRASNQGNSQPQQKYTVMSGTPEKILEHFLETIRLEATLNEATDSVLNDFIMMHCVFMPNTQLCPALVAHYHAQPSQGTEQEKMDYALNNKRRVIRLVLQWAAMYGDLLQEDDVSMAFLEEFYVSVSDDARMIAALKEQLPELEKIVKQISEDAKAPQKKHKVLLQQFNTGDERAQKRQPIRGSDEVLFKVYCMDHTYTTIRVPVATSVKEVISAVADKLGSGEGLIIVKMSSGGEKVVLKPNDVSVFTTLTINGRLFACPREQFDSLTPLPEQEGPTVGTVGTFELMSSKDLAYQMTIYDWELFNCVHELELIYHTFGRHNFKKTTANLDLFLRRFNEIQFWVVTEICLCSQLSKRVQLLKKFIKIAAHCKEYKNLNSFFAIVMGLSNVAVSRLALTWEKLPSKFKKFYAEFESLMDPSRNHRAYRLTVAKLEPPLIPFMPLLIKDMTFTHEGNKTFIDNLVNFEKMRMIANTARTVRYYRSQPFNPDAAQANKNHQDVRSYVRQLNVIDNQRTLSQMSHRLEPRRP
TGFb SMAD3 inh: inhibitors of TGF-b signaling | AID 588855 | HepG2 CAGA-GFP TGF-b/SMAD3 reporter, GFP fluorescence, 18 h; TGF-beta stimulated, 500 pg/mL final | 410,000 tested, 1.2% active | Potency, µM (top dose mostly 46.1 µM), inactives show top-dose activity, negative = inhibition, usual class: inhibitors; further: on the % scale 0 is the no-effect control and ±100 the full control effect; nearly all actives have a fitted effect of over 65% in size
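Per well, imaged GFP fluorescence of HEPG2 CAGA-GFP cells gives the signal; cells get compound, then TGF-beta (500 pg/mL final), 18 h at 37 degrees C; %Activity versus -TGF-beta and +DMSO controls.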
* = called active by the depositor; i = inactive; ? = inconclusive; / = not tested or not shown; [ ] = another dose, or the depositor's remark. The call rests on the fitted dose curve; in most records, active means well fitted curve in the direction sought with a large enough effect; inconclusive means small, poorly fitted or top-dose-only effect, or another doubt; inactive means no such curve, though single readings can be large; an effect the other way counts as inactive or inconclusive. Potency means the concentration at half of the fitted maximal effect. Only part of the results is shown. The share of hits here may be higher or lower than overall.

no. | Molecule | Nrf2 inh | ATXN2 expr inh | Nrf2 ARE act | MCF10A rerep | A549 viability
1 | COc1ccc(Cl)cc1NC(=O)c1cnc2n(c1=O)CCS2 | 1% | 1% | 7.1% | -1% | 1%
2 | COC(CNC(=O)c1ccc2nc(-c3cccs3)c(-c3cccs3)nc2c1)OC | ? | -14% | 0.2% | ? | 4%
3 | OC(CNCc1cccc(Br)c1)c1ccccc1 (centres undefined) | 4% | -22% | 0.5% | 5% | 1%
4 | CC(C)C(NS(=O)(=O)c1cc(C(=O)O)ccc1Cl)C(=O)O (centres undefined) | 4% | 3% | 0.1% | 1% | -5%
5 | Cc1ccc(/C=C/C(=O)NCCc2cccc(Cl)c2)o1 | -23% | 12% | ? | ? | 2%
6 | CC1CCCN(S(=O)(=O)c2ccc(Cl)s2)C1 (centres undefined) | 4% | 2% | 0.2% | 0% | 2%
7 | Cc1ccc(CN2CCC[C@]3(N[C@H](c4ccc(C)cc4)[C@@H]4C(=O)N(C)C(=O)[C@@H]43)C2=O)cc1 | / | -5% | 0.3% | / | /
8 | CCOc1cc(CN2CCc3c([nH]c4ccccc34)C2)ccc1OC | -1% | -18% | 3.2% | 11% | -14%
9 | O=C(NCC1CCCCC1)c1csc([C@@H]2C[C@H](O)[C@@H](CO)O2)n1 | / | 15% | -0.3% | / | /
10 | CN1CCc2c(n(CC(O)CN3C(=O)c4ccccc4S3(=O)=O)c3ccccc23)C1=O (centres undefined) | / | 2% | 0.1% | 0% | -2%
11 | Cc1ccc(-c2nc3c4ccccc4n(CC(=O)NCc4ccc(F)cc4)c(=O)n3n2)cc1 | / | 9% | 0.2% | / | 12%
12 | CCOc1ccc2oc(C(=O)NCc3ccccc3CN3CCCC3)c(C)c2c1 | -2% | ? | 0.3% | ? | 0%
13 | CC(C)(C)SCCNC(=O)/C=C/c1ccccc1 | ? | 79%[activator] | 2.5% | -1% | -1%
14 | CCCC12CN3CC(CCC)(CN(C1)C3c1ccco1)C2=O (centres undefined) | 1% | 26% | 0.1% | 0% | -1%
15 | CC(C)c1cnc2c(c1SCC(=O)NC(C)(C)C)c(=O)n(C)c(=O)n2C | / | / | 0.8% | / | 6%

no. | TGFb SMAD3 inh | ATXN viability | EPAC2 antag | HepG2 tox
1 | 2% | i | -5% | -12%
2 | -1% | i | 15% | -24%
3 | -7% | i | -6% | -13%
4 | 1% | i | -2% | -10%
5 | 0% | i | -3% | 8%
6 | 2% | i | -11% | 6%
7 | -1% | i | 9% | -15%
8 | 13% | i | -5% | -5%
9 | 7% | i | 6% | 6%
10 | 24% | i | -5% | -1%
11 | 7% | i | / | 5%
12 | -4% | i | -11% | -32%
13 | 0% | i | -1% | 2%
14 | -12% | i | 4% | 1%
15 | 0% | / | / | 2%

Results in Nrf2 ARE act, A549 viability and TGFb SMAD3 inh, for 2 of the compounds above:
| cpd | Molecule | Nrf2 ARE act | A549 viability | TGFb SMAD3 inh |
| --- | --- | --- | --- | --- |
| 10 | CN1CCc2c(n(CC(O)CN3C(=O)c4ccccc4S3(=O)=O)c3ccccc23)C1=O (centres undefined) | 0.1% | -2% | 24% |
| 1 | COc1ccc(Cl)cc1NC(=O)c1cnc2n(c1=O)CCS2 | 7.1% | 1% | 2% |

Additional records
no. | Molecule | Nrf2 inh | ATXN2 expr inh | Nrf2 ARE act | MCF10A rerep | A549 viability
16 | CC(C)N(C(=O)Cn1cc(S(=O)(=O)CC(=O)Nc2ccccc2)c2ccccc21)C(C)C | -4% | 0% | 1.2% | -2% | -21%
17 | COc1ccccc1NC(=O)CCN1C(=O)c2ccccc2C1=O | 11% | -4% | -0.6% | -5% | -1%
18 | Cc1ccc(S(=O)(=O)Nc2ccc(N(C)C)cc2)cc1 | -9% | 8% | 3.4% | -1% | 4%
19 | CCSc1ccc(-c2cccc([N+](=O)[O-])c2)nn1 | ? | 28% | ? | 5% | 0%
20 | CC(C)(C)C(=O)Oc1ccc2cc(-c3ccc4ccccc4n3)c(=O)oc2c1 | 3% | 36% | 9.1% | 6.5µM* | 18%
21 | COc1ccc(O)c(-c2c(-c3ccc(Cl)cc3)n[nH]c2C)c1 | ? | -1% | 0.3% | 11% | -17%
22 | Cc1ccc(S(=O)(=O)c2c(COC(=O)c3ccccc3Cl)c(-c3ccccc3)nn2C)cc1 | ? | -16% | -0.9% | ? | 0%
23 | Cc1onc(-c2c(Cl)cccc2Cl)c1C(=O)c1c[nH]c(C(=O)NCCCN2CCOCC2)c1 | -22% | -6% | -0.2% | -183%[0.0737 µM] | -3%
24 | O=C(CSc1nc2ccccc2n1Cc1cccc(F)c1)N1CCN(c2ccc(F)cc2)CC1 | ? | 7% | 0.1% | / | -9%
25 | COc1cccc(C(O)c2nc(-c3cccc(C(F)(F)F)c3)cs2)c1 (centres undefined) | / | -24% | 0.2% | / | /
26 | O=C(c1nnc(Cc2ccc(Cl)cc2)o1)N1CCc2ccccc2C1 | 22% | 1% | 0.1% | -6% | 10%
27 | COc1ccc(-c2nc3ccc([N+](=O)[O-])cc3[nH]2)cc1 | ? | 71%[activator] | 4.1% | 10% | 2%
28 | O=C(NCCCn1ccnc1)C(=O)c1c[nH]c2ccccc12 | 4% | -14% | 0.3% | -1% | 1%
29 | CC(C(=O)O)N1C(=O)C2C3c4ccccc4C(c4ccccc43)[C@@H]2C1=O (some centres undefined) | 0% | -18% | -0.1% | -7% | -1%
30 | O=C(Nc1cccnc1)c1ccccc1Oc1ccccc1 | 1% | 2% | 0.4% | 4% | 8%

no. | TGFb SMAD3 inh | ATXN viability | EPAC2 antag | HepG2 tox
16 | -26% | i | 17% | -20%
17 | 4% | i | -3% | -2%
18 | -9% | i | -11% | 35%
19 | 1% | i | 10% | 15%
20 | 31% | / | -3% | -3%
21 | ? | i | -13% | -24%
22 | 3% | i | -4% | -6%
23 | 2% | i | 3% | 9%
24 | -9% | i | / | -13%
25 | ? | ? | -17% | -40%
26 | -10% | i | 6% | -25%
27 | -10% | i | -5% | -2%
28 | 24% | ? | -2% | -25%
29 | -6% | i | -7% | -2%
30 | 6% | i | 10% | -21%

The results go on.
no. | Molecule | Nrf2 inh | ATXN2 expr inh | Nrf2 ARE act | MCF10A rerep | A549 viability
31 | CC(C)CCNC(=O)C1CCN(c2nc3ccccc3o2)CC1 | / | -18% | -0.1% | -6% | -8%
32 | CCOc1ccccc1NC(=O)Nc1nnc(N(C)Cc2ccccc2)s1 | 13% | -2% | -0.4% | / | 0%
33 | COc1ccc(C2(C(=O)Nc3ccc(S(=O)(=O)Nc4nc(C)cc(C)n4)cc3)CCCC2)cc1OC | ? | 11% | 1.8% | 3% | -15%
34 | c1ccc(-c2noc(CN3CCN(c4ccccc4)CC3)n2)cc1 | -7% | 3% | -1.3% | -1% | -5%
35 | Cc1ccc(-c2nc(CS(=O)CC(=O)NCCN3CCOCC3)c(C)o2)cc1 (centres undefined) | 5% | -12% | -0.4% | -12% | -2%
36 | C#CC(C)OC(=O)C(C)NC(=O)c1ccccc1 (centres undefined) | 1% | -6% | 0.5% | 19% | 4%
37 | Cc1ccnc2nc(C(=O)OCC(=O)NCCc3ccc(Cl)cc3)nn12 | 4% | 2% | 0.1% | -37%[inhibitor] | -3%
38 | O=C(CSc1nc(=O)n(Cc2ccco2)c2c1CCC2)NCc1ccccc1Cl | / | -10% | 0.0% | / | 7%
39 | Cc1ccc2c(c1)CCCN2CC(=O)Nc1cccc(S(=O)(=O)N2CCCC2)c1 | -11% | 5% | -0.3% | -10% | 0%
40 | CN(C)CCCNC(=S)N(CCO)Cc1cc2cc3c(cc2[nH]c1=O)OCO3 | -4% | -4% | -0.1% | -3% | -13%
41 | COc1cccc(S(=O)(=O)NCc2ccc(C(=O)NCc3ccco3)cc2)c1 | 11% | 3% | -0.4% | -3% | 16%
42 | Cc1ccc2cc(S(=O)(=O)NCCCN3CCOCC3)ccc2c1 | -18% | 26% | 3.1% | 3% | 2%
43 | COC(=O)c1cn(NC(=O)COc2ccc(Cl)cc2)c(=O)c2ccccc12 | 0% | -12% | -0.5% | 2% | 12%
44 | O=C(NCCCO)c1nc2ccccc2s1 | 5% | 2% | 0.8% | -1% | 7%
45 | Cc1noc(C)c1COC(=O)c1cccc(S(=O)(=O)N2c3ccccc3CC2C)c1 (centres undefined) | ? | -20% | 1.3% | ? | -12%

no. | TGFb SMAD3 inh | ATXN viability | EPAC2 antag | HepG2 tox
31 | -14% | i | -1% | -24%
32 | -2% | i | / | -1%
33 | 22% | i | -8% | -33%
34 | -11% | i | 1% | -24%
35 | -5% | i | -2% | -11%
36 | -30% | i | 9% | 21%
37 | ? | i | 2% | -1%
38 | ? | i | / | -19%
39 | -2% | i | -6% | -3%
40 | -2% | i | 13% | -7%
41 | 12% | i | -3% | -7%
42 | -30% | i | -2% | -7%
43 | 7% | i | 2% | -7%
44 | 4% | i | 23% | -47%
45 | -4% | i | 2% | -26%

The results go on.
no. | Molecule | Nrf2 inh | ATXN2 expr inh | Nrf2 ARE act | MCF10A rerep | A549 viability
46 | COCCNC(=O)c1c(N)n(/N=C/c2cccs2)c2nc3ccccc3nc12 | ? | -10% | 0.3% | ? | -11%
47 | CC(O)(c1cccnc1)c1nc(-c2ccoc2)cs1 (centres undefined) | / | 9% | 0.1% | / | /
48 | COc1ccc(N=Nc2ccc3ccccc3c2)c(O)c1 | ? | / | 23% | -2% | -28%
49 | COc1ccc(NC(=O)c2ccc(-n3cccn3)nc2)cc1 | ? | -13% | -0.8% | 5% | -9%
50 | CN(CC(=O)Nc1sccc1C#N)C1CCCCC1 | 8% | 3% | 2.1% | 0% | 0%

no. | TGFb SMAD3 inh | ATXN viability | EPAC2 antag | HepG2 tox
46 | 3% | / | -2% | -14%
47 | 15% | i | 7% | 0%
48 | -8% | ? | 6% | -10%
49 | -8% | ? | 3% | -2%
50 | 7% | i | 2% | -55%

One compound at a time, as listed above. Screens in order: Nrf2 inh | ATXN2 expr inh | Nrf2 ARE act | MCF10A rerep | A549 viability | TGFb SMAD3 inh | ATXN viability | EPAC2 antag | HepG2 tox
COc1ccc(NC(=O)c2ccc(-n3cccn3)nc2)cc1 in the list: ? | -13% | -0.8% | 5% | -9% | -8% | ? | 3% | -2%
COCCNC(=O)c1c(N)n(/N=C/c2cccs2)c2nc3ccccc3nc12 in the list: ? | -10% | 0.3% | ? | -11% | 3% | / | -2% | -14%
CN(CC(=O)Nc1sccc1C#N)C1CCCCC1 in the list: 8% | 3% | 2.1% | 0% | 0% | 7% | i | 2% | -55%
